From PubChem BioAssay
GCN5L2 inh: inhibitors of human GCN5L2 histone acetyltransferase; Q92830; GCN5L2 HAT assay, ThioGlo1 CoA-SH fluorescence; Potency, µM (doses to about 58.9 µM), without a hit: at the top dose activity change, negative = inhibition, hits mostly inhibitors; 0.21% of 390,000 active; AID 504327
Target sequence (Q92830 whole entry, looked up): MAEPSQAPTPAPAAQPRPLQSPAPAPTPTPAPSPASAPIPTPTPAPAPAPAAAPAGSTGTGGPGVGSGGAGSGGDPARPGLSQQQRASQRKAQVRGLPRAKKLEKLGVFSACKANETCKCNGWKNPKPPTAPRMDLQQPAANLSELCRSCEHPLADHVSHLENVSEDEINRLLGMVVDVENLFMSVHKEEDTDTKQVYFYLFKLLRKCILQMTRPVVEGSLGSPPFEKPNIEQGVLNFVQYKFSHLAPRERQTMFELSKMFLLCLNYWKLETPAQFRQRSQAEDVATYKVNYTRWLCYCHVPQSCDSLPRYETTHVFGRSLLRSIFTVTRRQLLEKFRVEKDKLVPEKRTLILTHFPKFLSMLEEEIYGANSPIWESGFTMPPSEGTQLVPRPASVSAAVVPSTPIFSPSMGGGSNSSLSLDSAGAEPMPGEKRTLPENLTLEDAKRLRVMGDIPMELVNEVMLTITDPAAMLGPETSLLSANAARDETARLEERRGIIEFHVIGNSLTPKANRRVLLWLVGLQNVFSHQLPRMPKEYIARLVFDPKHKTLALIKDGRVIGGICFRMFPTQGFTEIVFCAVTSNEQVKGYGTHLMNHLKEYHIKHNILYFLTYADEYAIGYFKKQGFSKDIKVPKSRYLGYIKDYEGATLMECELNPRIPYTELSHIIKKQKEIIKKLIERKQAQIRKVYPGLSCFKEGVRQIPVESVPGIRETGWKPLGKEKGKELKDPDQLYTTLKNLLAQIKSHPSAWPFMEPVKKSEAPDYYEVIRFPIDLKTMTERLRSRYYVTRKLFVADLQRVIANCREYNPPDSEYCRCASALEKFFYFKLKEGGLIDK
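Titration-based screen in which CoA formation is detected via maleimide probe ThioGlo1 (50uM) turning fluorescent on thiol reaction; substrates H3(1-25) 75uM and acetyl-CoA 70uM, GCN5L2 20nM, 20 min incubation at room temperature.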
TDP1 cell CPT: growth inhibition of DT40 Tdp1-/-;hTDP1 cells with camptothecin (screen for TDP1 inhibitors); chicken DT40 Tdp1-/-;hTDP1 cells + 20 nM CPT, ATP luminescence, 48 h; Potency, µM (doses to about 46.2 µM), for the others: at the highest dose activity change, negative = growth inhibition, hits mostly inhibitors; 12% of 420,000 active; AID 686979; note: nearly all actives have a fitted effect of over 55% in size
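Chicken DT40 Tdp1-/- cells stably complemented with human TDP1 were seeded at 400 cells/well in medium containing 20 nM camptothecin, exposed to pin-transferred compounds, and grown at 37 °C for at least 48 hr. Viability was read as ATP luminescence.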
DT40 TDP1 no CPT: qHTS for Inhibitors of human tyrosyl-DNA phosphodiesterase 1 (TDP1): qHTS in cells in absence of CPT; 15% of 420,000 active; DT40 Tdp1-/- hTDP1 cells, no CPT, ATP luminescence, 48 h; Potency, µM (series often up to 46.2 µM), for inactives: top-dose activity change, negative = growth inhibition, hits mostly inhibitors; note: nearly all actives have a fitted effect of over 55% in size
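No-CPT arm: Tdp1-/-;hTDP1 DT40 cells (400/well) plus compounds, incubated ≥48 hr at 37 °C. Readout CellTiter-Glo luminescence.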
The depositor's hits bear a star; ? = inconclusive; nt = no result given; [ ] = dose if it differs, or a comment. Calls come from the whole dose curve; as a rule, active = well fitted curve in the direction sought with a large enough effect; inconclusive = small, poorly fitted or top-dose-only effect, or another doubt; inactive = no such curve, though single readings can be large; an effect the other way counts as inactive or inconclusive. % is set by controls: 0 for no effect and ±100 for the full control effect; potency is the fitted concentration of half-maximal effect. Only part of the results is shown; the hit share may differ from the screen's.

canonical_smiles | GCN5L2 inh | TDP1 cell CPT | DT40 TDP1 no CPT
O=C(C1=NN(c2ccccc2)C2C(=O)N(c3ccccc3Cl)C(=O)C12)c1ccccc1 (centres undefined) | ? | 0% | -11%
COc1ccc(NC(=O)Nc2ccc3c(c2)C(=O)N([C@H](C)CO)C[C@H](C)[C@@H](CN(C)C(=O)NC2CCCCC2)O3)cc1 | -1% | -5% | -7%
N#CC1=C(N)Oc2c(ccc3cccnc23)C1c1cccnc1 (centres undefined) | -15% | 5.8µM* | 5.2µM*
COCc1cc(=O)[nH]c(/N=C(\N)Nc2ccccc2C)n1 | 0% | -24% | 12%
CCCCCC(=O)N1C[C@H](n2cc(C3CC3)nn2)[C@@H](O)C[C@@H]1c1ccc(Cl)cc1 | nt | ? | 13µM*
CCc1cccc(CC)c1-n1c(SCC(=O)N2CCc3ccccc3C2)nnc1-c1cccnc1 | -4% | 18µM* | 23µM*
CC(C)NC(=O)CN1C(=O)C(=O)c2ccccc21 | -7% | -25% | -14%
Cc1cccc(C)c1NC(=O)C(c1ccccc1)N1CCN(C(=O)c2ccco2)CC1 (centres undefined) | 2% | -36% | -3%
CN1CCN(c2nc(Nc3ccccc3)nc(N)c2[N+](=O)[O-])CC1 | -2% | -31% | ?
COc1ccc(C(=O)/C=C/c2ccccc2)c(OC)c1 | -5% | -104% | 12µM*
Cc1ccc(Cn2nnc3c(=O)n(CC(=O)OCc4ccccc4)cnc32)cc1 | -6% | 18µM* | 16µM*
COc1ccc(C(=O)NCc2ccc3c(c2)CCN3C(=O)c2ccc(Cl)cc2)c(OC)c1 | -5% | 18µM* | 18µM*

The list continues:
canonical_smiles | GCN5L2 inh | TDP1 cell CPT | DT40 TDP1 no CPT
O=C(c1cccs1)N1CCN(C(=O)c2ccco2)c2ccccc2C1 | -13% | 2% | -2%
CCOC(OCC)P(=O)(c1ccccc1)c1ccccc1 | -8% | -9% | -7%
CCOC(=O)c1cnc2cc(C(F)(F)F)ccc2c1N1CCN(c2ccc(F)cc2)CC1 | -25% | ? | 21µM*
NC(=O)CC(NC(=O)Cc1cccc2ccccc12)c1ccc(N2CCC(N3CCCCC3)CC2)c([N+](=O)[O-])c1 (centres undefined) | -5% | 0% | -5%
Cc1ccnc(Cc2ccccc2)n1 | -19% | -1% | -11%
CCCCCCS(=O)Cc1ccccc1 (centres undefined) | 2% | -8% | -22%
CCCC(=O)N/N=C1\CS(=O)(=O)N(C)c2ccsc21 | -4% | -7% | -24%
CCCCCCCNC(=O)C1(CC2CC(c3cccc(Br)c3)=NO2)CCN(C(=O)Cc2ccc(F)cc2)CC1 (centres undefined) | -9% | ? | 16µM*
O=[N+]([O-])c1ccc(N2CCCC2)cc1NCc1ccccc1 | ? | -20% | ?
CCCN1CNc2c(c(=O)[nH]c(=S)n2CCc2c(OC)cccc2OC)C1 | nt | -25% | -28%
CS(=O)(=O)N(CC(=O)NCCSCc1ccccc1Cl)c1ccccc1F | -6% | ? | ?
N#C/C(=C\c1ccc(N2CCOCC2)o1)C(=O)NCC1CCCO1 (centres undefined) | -8% | -22% | -17%

(more compounds)
canonical_smiles | GCN5L2 inh | TDP1 cell CPT | DT40 TDP1 no CPT
O=C(c1ccc([N+](=O)[O-])s1)N1CCN(c2cccc(Cl)c2)CC1 | -5% | 21µM* | 21µM*
COc1ccc(-c2ccc3c(c2)S(=O)(=O)c2cccc(C(=O)NCc4ccccc4Cl)c2C3=O)cc1OC | -17% | 21µM* | 15µM*
Clc1ccc(-c2nc3ccccn3c2CN2CCSCC2)cc1 | -7% | 29µM* | ?
COc1ccc(OC)c(CNC(=O)c2cc3c(-c4ccc(OC)c(OC)c4)nn(C)c3s2)c1 | -23% | ? | 8.2µM*
CCN1C(=O)[C@H]2[C@@H](c3ccc(OC)cc3)N[C@]3(CCCN(CC4CCCCC4)C3=O)[C@H]2C1=O | nt | 18% | -11%
O=C(Cc1ncc(C(F)(F)F)cc1Cl)NCc1cccnc1 | -6% | -15% | 2%
Cc1ccc2nc(NC(=O)COC(=O)c3ccc(Br)o3)sc2c1 | 1% | 10% | 3%
COC(=O)c1c(C)oc2ccc(N(C(=O)c3ccncc3)S(=O)(=O)c3ccc(Br)cc3)cc12 | -11% | 8.2µM* | 3.7µM*
CCCCNS(=O)(=O)c1ccc(OC)cc1 | 0% | -23% | -9%
OC(c1ccc(Cl)c(Cl)c1)c1ncc(-c2ccccc2F)[nH]1 (centres undefined) | nt | ? | ?
CC(C)(Cc1ccc(O)cc1)NC(=O)CC(=O)N/N=C/c1ccc([N+](=O)[O-])cc1 | -3% | -29% | -27%
O=c1c(C/C=C/c2ccccc2)c(O)ccn1Cc1cccc(Cl)c1 | -5% | 20% | 21%

More structures.
canonical_smiles | GCN5L2 inh | TDP1 cell CPT | DT40 TDP1 no CPT
Cc1ccc(/C=N/NC(=O)CNC(=O)c2cccs2)o1 | 2% | -2% | -18%
CC1CC(C)CN(C(=O)CSc2ccsc2[N+](=O)[O-])C1 (centres undefined) | -5% | ? | ?
CSc1nn(CC(=O)Nc2ccccc2F)c(N)c1S(=O)(=O)c1ccccc1 | -6% | -25% | -27%
CNC(=S)NCc1ccc2[nH]c3c(c2c1)CCCC3 | -3% | -2% | -22%
Cc1cccc(-n2ncc3c(NCc4cccs4)ncnc32)c1 | -3% | ? | ?
CN(C)c1ccc(C(CNC(=O)c2ccc(C(C)(C)C)cc2)N2CCCC2)cc1 (centres undefined) | 31%[activator] | 13µM* | 7.3µM*
CC(=O)N1CCC(C(=O)Nc2ccc(S(=O)(=O)N3CCCCC3)cc2)CC1 | -9% | ? | ?
Cn1nnnc1P(=O)(c1ccccc1)c1ccccc1 | -9% | -5% | -1%
C[C@@H]1CCCCO[C@@H](CN(C)Cc2ccc(Cl)c(Cl)c2)[C@@H](C)CN([C@H](C)CO)C(=O)c2cc(NC(=O)Nc3ccccc3)ccc2O1 | nt | 23µM* | 21µM*
C#CC(C)(C)NC(=O)c1ccc(-c2ccccc2F)cc1 | -3% | ? | ?
O=C(NCCCNC(=O)c1ccc(Cl)cc1Cl)c1cnccn1 | -1% | 20% | -4%
COc1ccc2[nH]c3c(c2c1)CCNC3(C)CCc1ccc(Cl)nc1 (centres undefined) | -2% | ? | -27%

Record cards (already shown).
`NC(=O)CC(NC(=O)Cc1cccc2ccccc12)c1ccc(N2CCC(N3CCCCC3)CC2)c([N+](=O)[O-])c1` (centres undefined) reads GCN5L2 inh: -5%; TDP1 cell CPT: 0%; DT40 TDP1 no CPT: -5%
`Clc1ccc(-c2nc3ccccn3c2CN2CCSCC2)cc1` reads GCN5L2 inh: -7%; TDP1 cell CPT: 29µM*; DT40 TDP1 no CPT: ?
`CCOC(=O)c1cnc2cc(C(F)(F)F)ccc2c1N1CCN(c2ccc(F)cc2)CC1` reads GCN5L2 inh: -25%; TDP1 cell CPT: ?; DT40 TDP1 no CPT: 21µM*

Later entries:
canonical_smiles | GCN5L2 inh | TDP1 cell CPT | DT40 TDP1 no CPT
COc1cc(/C=C/C(=O)O)cc(S(=O)(=O)Nc2ccc3nc(SC)sc3c2)c1OC | -5% | -5% | 15%
CC12CCC(C(=O)N(CCCCN3CCN(c4ccccn4)CC3)C1=O)C2(C)C (centres undefined) | -6% | 1% | -21%
COc1ccc(CNC(=O)c2ccc(-c3ccccc3)cc2)cc1 | -1% | -12% | -7%
COc1ccc(C)cc1-n1nnnc1SCC(=O)NNC(=O)c1ccc([N+](=O)[O-])cc1 | -18% | 8% | -9%
O=[N+]([O-])c1ccc(S(=O)(=O)N2CCC3(CC2)OCCN3S(=O)(=O)c2cccs2)cc1 | 0% | ? | ?
CCN(CC)CCCNC(=S)N1CCN(c2nc(-c3ccc(F)cc3)cs2)CC1 | -13% | 15µM* | 6.5µM*
Nc1ccccc1C(=O)Nc1cccc2ccccc12 | -6% | -14% | 0%
O=C(NCc1ccccc1)[C@]1(C(F)(F)F)C[C@H](CCc2ccccc2)CCCO1 | nt | -6% | -22%
O=C(CNC(=O)c1ccco1)Nc1ccc2c(c1)OCCO2 | -2% | 10% | -11%
Cc1oc2ncnc(N3CCCCC3)c2c1C(=O)Nc1cccc(F)c1 | 2% | ? | ?
COc1ccc(-c2n[nH]c(C)c2-c2ccc(OC)c(OC)c2)c(O)c1 | -3% | 21µM* | ?
Cc1cc(Nc2ccccc2)nc2cc(O)ccc12 | -5% | -28% | -27%

Among those listed so far, 2 contain a cyano group.
canonical_smiles | GCN5L2 inh | TDP1 cell CPT | DT40 TDP1 no CPT
N#CC1=C(N)Oc2c(ccc3cccnc23)C1c1cccnc1 (centres undefined) | -15% | 5.8µM* | 5.2µM*
N#C/C(=C\c1ccc(N2CCOCC2)o1)C(=O)NCC1CCCO1 (centres undefined) | -8% | -22% | -17%

(listing goes on)
SMILES: Cc1ccc2c(CC(=O)Nc3c(C(=O)c4ccc(F)cc4)oc4ccccc34)coc2c1C
  GCN5L2 inh: 1%
  TDP1 cell CPT: -19%
  DT40 TDP1 no CPT: -28%

SMILES: COc1cc(C(=O)Oc2cccc(C)c2)cc(OC)c1OC
  GCN5L2 inh: -3%
  TDP1 cell CPT: -12%
  DT40 TDP1 no CPT: -19%

SMILES: Cc1ccc(C)c(CSc2c(C(C)C)cnc3c2c(=O)n(C)c(=O)n3C)c1
  GCN5L2 inh: -13%
  TDP1 cell CPT: 18µM*
  DT40 TDP1 no CPT: ?

SMILES: COc1ccc(-c2cccc(NS(=O)(=O)c3ccccc3[N+](=O)[O-])c2)nn1
  GCN5L2 inh: -4%
  TDP1 cell CPT: -16%
  DT40 TDP1 no CPT: -24%

SMILES: CCNc1nc(NC(C)C)nc(OCCOC(=O)Nc2ccccc2)n1
  GCN5L2 inh: -5%
  TDP1 cell CPT: ?
  DT40 TDP1 no CPT: ?

SMILES: CC(=O)NCCCC(=O)NC(CCC(=O)OCc1ccccc1)C(=O)OCc1ccccc1 (centres undefined)
  GCN5L2 inh: -4%
  TDP1 cell CPT: -3%
  DT40 TDP1 no CPT: -13%

SMILES: COc1cc(/C=C2\NC(=S)NC2=O)ccc1OCc1cccc(C(=O)O)c1
  GCN5L2 inh: -11%
  TDP1 cell CPT: 24%
  DT40 TDP1 no CPT: -14%

SMILES: CC(=O)Nc1cc(NC(C)=O)cc(C(=O)OCC(=O)c2ccc3c(c2)OCO3)c1
  GCN5L2 inh: -6%
  TDP1 cell CPT: 4%
  DT40 TDP1 no CPT: -5%

SMILES: CCC(=O)Nc1ccc2nc(SCC(=O)N3CCCC3)sc2c1
  GCN5L2 inh: -3%
  TDP1 cell CPT: -17%
  DT40 TDP1 no CPT: -13%

SMILES: CCOc1ccc(CCNC(=O)c2cc3c(=O)n(C)c4ccccc4c3n2C)cc1OCC
  GCN5L2 inh: -4%
  TDP1 cell CPT: 23µM*
  DT40 TDP1 no CPT: 12µM*

SMILES: CCOc1ccc(OCc2ccc(C(=O)N3CCCC3)o2)cc1
  GCN5L2 inh: ?
  TDP1 cell CPT: ?
  DT40 TDP1 no CPT: ?

SMILES: CC1CCCCC1NC(=O)/C(C#N)=C/c1ccc(OCC(N)=O)cc1 (centres undefined)
  GCN5L2 inh: 2%
  TDP1 cell CPT: ?
  DT40 TDP1 no CPT: -27%

SMILES: COC(=O)c1ccc(/C=C/C(=O)OCC(=O)Nc2cc(C)on2)cc1
  GCN5L2 inh: 0%
  TDP1 cell CPT: 0%
  DT40 TDP1 no CPT: 2%

SMILES: Cc1nn(-c2ncc(C(F)(F)F)cc2Cl)c(=O)n1-c1c(F)cccc1F
  GCN5L2 inh: 0%
  TDP1 cell CPT: -2%
  DT40 TDP1 no CPT: ?

SMILES: O=C(NCCO)c1ccc2nc(-c3ccco3)c(-c3ccco3)nc2c1
  GCN5L2 inh: -7%
  TDP1 cell CPT: ?
  DT40 TDP1 no CPT: 21µM*

SMILES: Cc1ccc(S(=O)(=O)c2nc(-c3ccccc3Br)oc2N(C)C)cc1
  GCN5L2 inh: nt
  TDP1 cell CPT: 21µM*
  DT40 TDP1 no CPT: ?
